Compound activity from PubChem.
ERG Ets-DNA blk: ERG Ets/DNA interaction inhibition; P11308; fluorescence polarization, His-ERG Ets domain / labelled DNA; Potency, µM (top dose mostly 76.9 µM), for the others: at the top dose FP activity, negative = inhibition, most hits filed as inhibitors; hit rate 0.028% among 370,000; AID 624246; active = well fitted inhibition curve with a large enough effect in the polarisation, with a control signal flat; inconclusive = small, poorly fitted or top-dose-only effect, or effect the other way, or a change in a side signal; inactive = no such curve, though single readings can be large or run the other way; the % refers to the polarisation;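 note: polarization taken with two DNA probes labelled with fluorescein and Texas red; % of control where 0% means no effect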
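His-tagged ERG Ets domain (1 uM in the protein solution; 300mM KCl, 50mM Tris-HCl, 1mM EDTA, 1mM DTT, pH 7.5) received compound, then a probe mix of 5 nM fluorescein-DNA and 100nM Texas-615-DNA. Fluorescence polarization was read for both dyes.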
rTrxR1 inhibitor: blocks rat thioredoxin reductase 1; hit rate 1% among 390,000; recombinant rTrxR1, NADPH fluorescence consumption, selenite substrate; O89049; Potency, µM (series often up to 114 µM), for inactives: at the top dose activity change, negative = inhibition, most hits filed as inhibitors; AID 588453; note: % is set by controls: 0 for no effect and ±100 for the full control effect; nearly all actives have a fitted effect of over 65% in size
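Rat TrxR1 (90 nM in the dispensed reagent) was pre-reduced with 400 uM NADPH for 5 min at room temperature, then incubated with compound for 15 min. After 400 uM selenite was added, NADPH fluorescence (Ex 340/Em 450 nm) was followed for 8 min.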
GLS inh: inhibitors of human glutaminase (GLS); hit rate 0.21% among 410,000; GLS enzymatic activity, qHTS titration; Potency, µM (highest dose often 45.5 µM), for inactives: at the top dose activity change, negative = inhibition, most hits filed as inhibitors; O94925; note: % is set by controls: 0 for no effect and ±100 for the full control effect
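hKGA in 45 mM KH2PO4 pH 8.2, 0.02% Tween-20 with pin-transferred compounds; 1 mM L-glutamine (stock) plus glutamate oxidase/HRP/Amplex Red coupling added. Fluorescence read initially and after 30 min at RT.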
JMJD2A Tudor: JMJD2A Tudor domain (human) inhibition; hit rate 4.4% among 390,000; AlphaScreen JMJD2A-Tudor / H3K4me3 peptide binding; O75164; Potency, µM (top dose mostly 114 µM), without a hit: at the top dose activity change, negative = inhibition, most hits filed as inhibitors; AID 504339; note: % is set by controls: 0 for no effect and ±100 for the full control effect; nearly all actives have a fitted effect of over 50% in size
HP1b chromo inh: inhibitors of HP1-beta chromodomain binding to methylated histone tails; P83916; AlphaScreen HP1-beta / biotin-H3K9me3 peptide binding; Potency, µM (titrated, usually from 114 µM), without a hit: at the top dose activity change, negative = inhibition, usual class: inhibitors; hit rate 0.56% among 390,000; AID 540317; note: nearly all actives have a fitted effect of over 70% in size; inactives centre near 23
Target sequence (P83916 whole entry, looked up): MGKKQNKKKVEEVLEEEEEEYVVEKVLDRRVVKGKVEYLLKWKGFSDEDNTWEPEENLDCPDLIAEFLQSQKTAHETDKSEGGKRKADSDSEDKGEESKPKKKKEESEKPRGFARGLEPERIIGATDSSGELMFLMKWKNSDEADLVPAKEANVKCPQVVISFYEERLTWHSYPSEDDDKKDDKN
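HP1-beta protein (50 nM final) preincubated 30 min at room temperature with biotinylated H3(1-18)K9me3 peptide (50 nM) in PBS pH 7.4, 0.01% Tween-20, then compound added for 30 min. AlphaScreen streptavidin donor/nickel chelate acceptor beads (10 ug/mL final), 30 min dark, luminescence read.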
Tb PGK inh: T. brucei PGK inhibition | P07378 | AID 602233 | PGK/GAPDH coupled, Kinase-Glo luminescence, 60 min | hit rate 0.043% among 380,000 | Potency, µM (highest dose often 57.5 µM), for inactives: top-dose activity change, negative = inhibition, most hits filed as inhibitors; note: % is set by controls: 0 for no effect and ±100 for the full control effect; nearly all actives have a fitted effect of over 60% in size
Target sequence (P07378 whole entry, looked up): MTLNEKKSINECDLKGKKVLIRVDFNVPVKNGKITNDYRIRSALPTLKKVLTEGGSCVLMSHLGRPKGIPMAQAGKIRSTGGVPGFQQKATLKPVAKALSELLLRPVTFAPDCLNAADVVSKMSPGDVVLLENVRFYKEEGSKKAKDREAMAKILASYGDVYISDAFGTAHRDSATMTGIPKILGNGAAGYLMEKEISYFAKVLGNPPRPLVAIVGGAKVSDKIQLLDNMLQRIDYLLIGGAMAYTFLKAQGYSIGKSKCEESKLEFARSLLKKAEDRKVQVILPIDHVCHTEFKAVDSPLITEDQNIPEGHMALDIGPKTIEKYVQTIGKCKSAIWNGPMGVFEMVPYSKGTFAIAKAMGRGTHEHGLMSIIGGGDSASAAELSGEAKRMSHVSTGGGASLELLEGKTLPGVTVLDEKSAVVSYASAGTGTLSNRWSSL
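Luminescent ATP detection (Kinase-Glo Plus) follows a 60-minute room-temperature incubation, with wells lacking PGK as controls. Buffer: 100 mM TEA (pH 7.6), 5 mM MgCl2, 0.01% Tween-20. Coupling enzyme GAPDH (100 nM final) supplies unstable 1,3-BPG in-well.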
ALOX12 inh: ALOX12 (human) lipoxygenase inhibition; P18054; purified 12hLO, xylenol orange hydroperoxide absorbance; Potency, µM (series often up to 108 µM), for the others: top-dose activity change, negative = inhibition, hits mostly inhibitors; hit rate 1.1% among 580,000; AID 1671190; note: % is set by controls: 0 for no effect and ±100 for the full control effect
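Purified human 12hLO at 150 nM in 25 mM Hepes, 0.01% Triton X-100, pH 7.0, preincubated 15 min at room temperature with compound. Reaction started with 40 uM arachidonic acid, 30 min at room temperature. Hydroperoxide measured by Fe-xylenol orange, 573/405 nm absorbance ratio.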
Pin1 inh: blocks the human prolyl isomerase Pin1; Q13526; Pin1 FP peptide displacement, HiFluor488, 10 min; hit rate 0.009% among 390,000; Potency, µM (series often up to 115 µM), for the others: at the top dose activity, negative = inhibition, usual class: inhibitors; active = well fitted inhibition curve with a large enough effect in the polarisation, with a control signal flat, not every such curve was filed as active; inconclusive = small, poorly fitted or top-dose-only effect, or effect the other way, or a change in a side signal; inactive = no such curve, though single readings can be large or run the other way; the % refers to the polarisation; note: % is set by controls: 0 for no effect and ±100 for the full control effect
Target sequence (Q13526 whole entry, looked up): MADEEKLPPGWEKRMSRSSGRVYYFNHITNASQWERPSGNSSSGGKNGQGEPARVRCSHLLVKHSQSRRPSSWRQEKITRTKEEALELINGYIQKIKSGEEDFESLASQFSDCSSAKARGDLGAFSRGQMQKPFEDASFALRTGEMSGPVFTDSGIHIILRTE
RGS4 inhibitor: blocks human RGS4-accelerated GTP hydrolysis; P49798; Transcreener GDP fluorescence polarization, RGS4-accelerated GTP hydrolysis; hit rate 0.039% among 390,000; AID 504845; Potency, µM (series often up to 114 µM), for inactives: at the top dose activity change, negative = inhibition, most hits filed as inhibitors; note: % is set by controls: 0 for no effect and ±100 for the full control effect; nearly all actives have a fitted effect of over 75% in size; some results filed as inactive show a strong effect at the top dose
Target sequence (P49798 whole entry, looked up): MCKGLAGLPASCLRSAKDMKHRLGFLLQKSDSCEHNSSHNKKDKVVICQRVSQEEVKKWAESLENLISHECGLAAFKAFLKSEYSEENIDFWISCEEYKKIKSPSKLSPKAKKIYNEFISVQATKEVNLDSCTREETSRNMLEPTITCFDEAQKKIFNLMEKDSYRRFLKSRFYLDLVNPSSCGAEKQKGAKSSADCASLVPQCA
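MLSMR compounds (23 nl, pin-transferred) preincubated 10 min at room temperature with a 500nM (2x) first reagent, then RGS4 at 900nM (2x) plus Transcreener GDP mix added; fluorescence polarization (620/688 nm) read before and after 90 min at 30 °C.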
* = called active by the depositor; i = inactive; ? = inconclusive; . = not tested or not shown; & = joins results of further samples; [ ] = dose if it differs, or a comment. Unless noted, calls come from the whole dose curve; as a rule, active = well fitted curve in the direction sought with a large enough effect; inconclusive = small, poorly fitted or top-dose-only effect, or another doubt; inactive = no such curve, though single readings can be large; an effect the other way counts as inactive or inconclusive. Potency is the fitted concentration of half-maximal effect.

canonical_smiles	ERG Ets-DNA blk	rTrxR1 inhibitor	GLS inh	JMJD2A Tudor	HP1b chromo inh	Tb PGK inh	ALOX12 inh	Pin1 inh	RGS4 inhibitor
O=C(NNC(=S)NC(=O)c1cccc([N+](=O)[O-])c1)c1ccc(Br)cc1	-1.4%	?	26.6%	-21.1%	-1.2%	5.5%	39.8µM*	3.7%	-28.7%
C[C@@]12C(=O)N(Cc3ccccc3)CC(=O)N1[C@H]1c3cc(Cl)ccc3OC[C@@H]1[C@@H]2c1ccccc1	-6.3%	21.3%	-2.4%	-27.9%	44.0%[activator]	-11.5%	6.7%	49.2%[activator]	-22.1%
O=c1cc(Br)c(O)c(Br)cc1Br	-9.0%	3.16µM*	-10.7%	22.4µM*	?	-18.3%	?	?	?
O=C(Nc1ccccc1)c1cccnc1N1CCCC1	-4.7%	10.0%	5.5%	-12.2%	7.7%	-1.2%	7.5%	-0.8%	-6.6%
CCCc1[nH]nc2c1C(c1ccccc1OC)C(C#N)=C(N)O2 (stereo not given)	9.3%	-2.4%[57.1 µM]	25.1%	6.3%[57.1 µM]	28.8%	-1.0%	?	0.6%	-5.8%[11.4 µM]
Cc1ccc(N2C(=O)SC(Cc3ccccc3)C2=O)cc1 (stereo not given)	1.3%	-19.3%[57.1 µM]	-13.1%	-15.9%	?	-1.2%	?	3.8%	?
CCn1nnc(NC(=O)c2ccc(-c3ccccc3[N+](=O)[O-])o2)n1	-1.6%	-16.8%	3.3%	-15.6%	29.9%	-5.2%	-7.8%	5.1%	-13.8%
O=C(COC(=O)Cn1c(C(F)(F)F)nc2ccccc21)Nc1ccc2c(c1)OCCO2	2.3%	9.9%	7.0%	-14.5%	23.0%	-4.0%	63.4%[activator]	-2.4%	0.0%
COc1ccc(CN(C)c2ccc(-c3nc(-c4ccccc4)no3)cc2[N+](=O)[O-])cc1	-1.2%	7.9%	1.6%	-10.3%	36.2%	3.1%	0.0%	0.2%	1.7%
Cc1ccc(C2=[N+]([O-])C3(CCCCC/C3=N\NC(N)=O)N(O)C2(C)C)o1 (stereo not given)	-10.0%	-10.4%	7.7%	-8.1%	31.6%	-2.6%	7.7%	1.2%	4.9%
Cc1cccc(NC(=O)CS(=O)(=O)Cc2ccccc2)n1	-0.9%	-5.9%	-4.1%	5.0%	43.4%[activator]	-7.6%	-19.1%	0.9%	-13.0%
C=CCn1c(SCC#N)nc2c(c1=O)C(C)(C)Cc1ccccc1-2	3.4%	9.0%[57.1 µM]	3.0%	-4.3%	52.1%[activator]	-0.9%	-25.4%	-5.7%	-20.8%
Cc1ccc(Nc2c([N+](=O)[O-])cc(C(=O)N3CC(=O)Nc4ccccc43)cc2[N+](=O)[O-])c(C)c1	-5.0%	-4.8%	12.9%	?	?	i	483.4%[activator]	-5.4%	8.0%
CCC(CC)COC(=O)C1=C(C)NC(=O)NC1c1ccc2c(c1)OCO2 (stereo not given)	-16.6%	-0.2%	-0.5%	-32.2%	12.2%	i	-11.3%	-1.4%	0.4%
CCn1c(SCC(=O)NCc2ccc3c(c2)OCO3)nnc1-c1ccncc1	-0.1%	-8.1%	16.8%	-11.7%	30.3%	-0.6%	-24.5%	-6.2%	-1.5%
Cc1cc(O)cc2c1C1CCC3(C)C(=O)CCC3C1C=C2 (stereo not given)	7.4%	4.9%	11.5%	-18.9%	9.6%	-7.4%	-29.0%	-6.6%	-8.1%
N#CCc1nc2ccccc2c(=O)[nH]1	8.8%	23.3%	0.0%	3.2%	9.1%	-7.6%	?	28.8%	-20.0%
COc1ccccc1CNC(=O)Cn1nc(C)c([N+](=O)[O-])c1C	-8.8%	6.4%	-4.7%	-2.7%	23.9%	-3.8%	0.0%	1.9%	-2.6%
COc1cc(-c2nc(-c3ccc(Br)o3)no2)cc(OC)c1OC	8.1%	6.2%	-16.1%	-22.1%	13.9%	i	-18.4%	23.7%	-1.1%
CC(=O)N1c2ccc(S(=O)(=O)N3CCC(C(=O)Nc4cccc(C)c4)CC3)cc2CC1C (stereo not given)	3.9%	18.9%	7.0%	-19.8%	37.4%[activator]	i	10.5%	4.3%	44.5%[11.4 µM]
O=C(Cn1nnc2ccccc21)NNC(=O)c1ccccc1	3.6%	18.8%	1.3%	-9.9%	-1.9%	-9.2%	-14.4%	-8.8%	-6.1%
O=C(NC(=O)c1ccccc1)OCCN1C(=O)c2ccccc2C1=O	5.7%	22.2%[57.1 µM]	3.4%	-22.4%	31.7%	i	-0.2%	6.0%	1.4%
O=C(NCC(=O)N1CCN(c2ncccn2)CC1)c1cccs1	-2.1%	15.9%	2.2%	?	18.2%	-1.7%	.	1.4%	-7.7%
O=C(CSc1nc2ccccc2o1)NCC(=O)c1ccccc1	5.0%	20.1%[57.1 µM]	-6.0%	-3.8%	41.9%	-2.1%	5.3%	3.6%	-30.4%
Cc1ccnc2nc(C(=O)Nc3nc4ccccc4s3)nn12	-16.3%	11.0%	1.8%	15.8µM*	14.6%	-2.3%	-1.2%	4.2%	28.1%
O=C(/C=C/c1cccc([N+](=O)[O-])c1)c1ccc2c(c1)OCCO2	-4.3%	-18.3%	10.3%	-28.2%	?	i	12.7%	4.3%	4.4%
CCc1cc(=O)oc2cc(C)cc(OCC(=O)N3CCC(C(=O)O)CC3)c12	17.1%	18.3%	-0.9%	-6.1%	26.3%	0.5%	-0.3%	-5.5%	0.7%
CCn1c(C(=O)N2CCCC(C(=O)O)C2)cc2sccc21 (stereo not given)	-14.4%	17.2%	8.5%	-6.8%	19.9%	-6.7%	?	-1.1%	33.9%
COc1ccc(OC)c(CCNC(=O)c2nn(C)c3c2CS(=O)(=O)c2ccccc2-3)c1	8.3%	10.2%	-9.6%	-15.8%	23.1%	-2.0%	-10.4%&62.6%	-1.8%	-1.4%
Cn1c2ccccc2c2nnc(SCc3ccc4nonc4c3)nc21	-3.6%	8.5%	-0.2%	-3.1%	21.0%	.	13.2%	3.2%	-18.8%
O=C(NCC1COc2ccccc2O1)c1ccc(NC(=O)c2ccco2)cc1 (stereo not given)	4.7%	5.0%[57.1 µM]	-1.0%	-15.6%	21.2%	3.4%	0.0%	5.1%	25.2%
CCn1ncc(Br)c1C(=O)Nc1ccc2c(c1)OCCO2	-7.9%	18.3%[57.1 µM]	-9.8%	-16.1%	14.8%	-3.4%	-6.0%	41.8%[activator]	2.8%
O=C(Nc1ccc(N2CCOCC2)cc1)c1ccc(COc2ccccc2)cc1	-2.0%	-11.4%	16.5%	-0.7%	5.9%	4.4%	1.9%	7.3%	22.6%
COC(=O)c1ccc(Oc2nc(Nc3ccc(C)c(C)c3)nc(N(C)C)n2)cc1	2.9%	-2.2%	-12.9%	-15.5%	14.3%	-1.2%	-16.6%	0.1%	-30.6%
Cc1ccnc(SCC(N)=O)n1	4.8%	42.3%[activator][57.1 µM]	2.3%	4.8%	34.8%	i	-4.5%	3.5%	3.5%
COc1ccc(Cl)cc1NC(=O)Cn1c(=O)n(Cc2ccc(F)cc2)c(=O)c2cccnc21	-0.3%	30.1%	4.0%	-6.5%	18.6%	1.4%	-16.1%	80.3%[activator]	38.8%
Cc1ccc(C)c(Nc2cc(C)nc3ncnn23)c1	-4.8%	5.1%[57.1 µM]	1.1%	-6.2%	11.0%	-2.8%	0.0%	-4.7%	-2.5%
COC(=O)c1c(C(=O)OC)c2ccccn2c1C(=O)c1ccc([N+](=O)[O-])cc1	3.7%	17.8%[57.1 µM]	69.9%[activator]	?	-15.0%	-2.7%	1.5%	4.3%	-18.3%
COCCNC(=O)c1ccc(CN2CCC(Cc3ccccc3)CC2)cc1	0.9%	16.1%	-0.3%	-2.8%	35.2%	0.2%	-4.2%	2.4%	-5.4%
Cc1cccc(NC2(C(F)(F)F)N=C3SCCN3C2=O)n1 (stereo not given)	.	13.8%	-12.6%	-1.7%	33.4%	-9.1%	0.2%	-3.0%	9.8%
Cc1cc(=O)n(Cc2ccccc2Cl)c2c1c(C)nn2-c1ccccc1	2.8%	18.7%[57.1 µM]	0.4%	29.3%	78.3%[activator]	1.9%	-13.0%	1.8%	-14.4%
CC1CCC(N2CCN(S(=O)(=O)Cc3ccccc3)CC2)CC1 (stereo not given)	3.5%	5.3%	0.5%	22.4µM*	70.8µM*	-1.6%	?	-7.3%	10.1%
O=C(CSc1ccc(-c2nc3ccccc3[nH]2)cn1)Nc1ccc(S(=O)(=O)NC2CC2)cc1	-1.1%	6.7%	-10.8%	-5.5%	38.0%[activator]	-0.7%	7.0%	42.9%[activator]	-8.6%
Cn1cc(NC(=O)OCc2ccc(Cl)cc2)c(C(F)(F)F)n1	0.0%	-11.2%	-5.0%	13.8%	56.4%[activator]	-6.5%	0.0%	-0.6%	10.8%

An excerpt; count on the stated rates, not on these rows.
